Screens: PubChem, NCI
NCI-60 one-dose screen, 48 h, at 10 µM unless noted. Numbers give growth in % (100 = growth as untreated, 0 = no growth, -100 = all killed).
UO-31: UO-31 renal cancer | 5.2% of 81,000 active | AID 1794768
TK-10: TK-10 renal cancer cells. 3.9% of 81,000 active. AID 1794769
SN12C: SN12C renal cancer cells; 3.8% of 81,000 active; AID 1794767
ACHN: ACHN renal cancer | 4.9% of 81,000 active | AID 1794771
RXF 393: RXF 393 renal cancer cells. AID 1794773. 6.9% of 77,000 active
PC-3: PC-3 prostate cancer cells; 3.9% of 80,000 active
786-0: 786-0 renal cancer cells | 5.1% of 81,000 active
CAKI-1: CAKI-1 renal cancer; 4.7% of 75,000 active
A498: A498 renal cancer cells; 5.4% of 76,000 active
* marks the source's active call; other numbers are inactive results; . = not tested or not shown; & = joins results of further samples; ! = a repeat was not active; [ ] = another dose, or the depositor's remark. How the source made its calls: active means growth percent below 10; inactive means the rest. These rows are one share of the data (hit frequency here may not be typical).

Sample of the layout:
SMILES	UO-31	TK-10	SN12C	ACHN	RXF 393	PC-3	786-0	CAKI-1	A498
CCC1CCC(=O)O1 (stereo not given)	95.0&85.5	109.2&104.6	109.0&107.8	109.2&105.1	124.5&101.4	104.9&97.8	107.1&98.1	104.0	98.6&96.5
N#CC1=C(N)Oc2c(c(=O)oc3ccccc23)C1c1cc(=O)oc2ccc(Cl)cc12 (stereo not given)	75.3	92.1	.	97.8	90.4	90.5	108.7	94.6	88.6
N/N=C/c1cccnc1	89.1	88.9	99.4	107.3	131.0	102.8	106.4	102.0	87.3
CC1=C2CC[C@H]3[C@@H](CCC4=CC(=O)CC[C@@]43C)[C@@H]2CC1	114.1	117.2	103.8	103.1	107.9	.	106.2	94.6	.
O=[N+]([O-])c1c(Cl)sc(Cl)c1[N+](=O)[O-]	84.4	109.1	92.9	101.0	92.7	90.1	111.6	101.5	79.3
COCC(C)OC(=O)Cc1ccccc1 (stereo not given)	94.2	103.6	103.5	110.8	97.4	98.6	106.4	102.1	77.2
CC(Cl)(CCl)C(N)=O (stereo not given)	91.5	114.7	100.6	109.5	121.8	98.4	109.0	89.7	116.7
CCOP(=O)(CCCP(=O)(OCC)OCC)OCC	85.5	96.1	105.5	105.2	107.3	96.4	98.5	100.3	96.2
O=C1Nc2ccccc2C2c3cccn3-c3ccccc3CN12 (stereo not given)	60.0	71.8	69.4	81.6	59.8	48.6	66.3	63.4	41.1
Nc1cc2nc3ccccc3nc2cc1N	74.2	110.3	80.5	99.2	81.5	79.3	102.1	100.8	78.3
COC(=O)C12NC1(c1ccccc1C(F)(F)F)OC(=O)C2c1ccccc1 (stereo not given)	65.9	88.3	91.6	105.6	114.9	97.9	100.7	101.1	85.1
CCC1(C(C)C)C(=O)NC(=S)NC1=O	97.4	106.9	102.6	98.5	94.8	95.6	107.7	99.8	92.8

The whole of this part, from the start:
SMILES	UO-31	TK-10	SN12C	ACHN	RXF 393	PC-3	786-0	CAKI-1	A498
CCC1CCC(=O)O1 (stereo not given)	95.0&85.5	109.2&104.6	109.0&107.8	109.2&105.1	124.5&101.4	104.9&97.8	107.1&98.1	104.0	98.6&96.5
N#CC1=C(N)Oc2c(c(=O)oc3ccccc23)C1c1cc(=O)oc2ccc(Cl)cc12 (stereo not given)	75.3	92.1	.	97.8	90.4	90.5	108.7	94.6	88.6
N/N=C/c1cccnc1	89.1	88.9	99.4	107.3	131.0	102.8	106.4	102.0	87.3
CC1=C2CC[C@H]3[C@@H](CCC4=CC(=O)CC[C@@]43C)[C@@H]2CC1	114.1	117.2	103.8	103.1	107.9	.	106.2	94.6	.
O=[N+]([O-])c1c(Cl)sc(Cl)c1[N+](=O)[O-]	84.4	109.1	92.9	101.0	92.7	90.1	111.6	101.5	79.3
COCC(C)OC(=O)Cc1ccccc1 (stereo not given)	94.2	103.6	103.5	110.8	97.4	98.6	106.4	102.1	77.2
CC(Cl)(CCl)C(N)=O (stereo not given)	91.5	114.7	100.6	109.5	121.8	98.4	109.0	89.7	116.7
CCOP(=O)(CCCP(=O)(OCC)OCC)OCC	85.5	96.1	105.5	105.2	107.3	96.4	98.5	100.3	96.2
O=C1Nc2ccccc2C2c3cccn3-c3ccccc3CN12 (stereo not given)	60.0	71.8	69.4	81.6	59.8	48.6	66.3	63.4	41.1
Nc1cc2nc3ccccc3nc2cc1N	74.2	110.3	80.5	99.2	81.5	79.3	102.1	100.8	78.3
COC(=O)C12NC1(c1ccccc1C(F)(F)F)OC(=O)C2c1ccccc1 (stereo not given)	65.9	88.3	91.6	105.6	114.9	97.9	100.7	101.1	85.1
CCC1(C(C)C)C(=O)NC(=S)NC1=O	97.4	106.9	102.6	98.5	94.8	95.6	107.7	99.8	92.8
COC(=O)C(Br)C(C)Br (stereo not given)	83.2	101.1	108.2	100.2	96.6	99.0	92.4	89.1	112.3
Sc1c(Cl)c(Cl)c(Cl)c(Cl)c1Cl	66.0	96.9	94.9	97.5	109.5	94.0	103.6	97.0	100.0
NC(=O)OCCc1ccccc1	93.0	118.3	92.7	106.6	102.0	114.1	100.5	96.3	108.2
CCCCCCCCCCCCCCCC[n+]1ccccc1	-28.0*!	-74.4*	-29.2*	7.4*	-86.7*	-80.9*	-92.8*	-34.4*	-7.6*
CSc1ccccc1NP1(=O)OCC(C)([N+](=O)[O-])CO1 (stereo not given)	78.3	110.2	98.0	97.5	97.6	98.0	112.6	99.3	110.4
CN1CCN(C(=O)COc2ccc3c(c2)CCCC(=O)N3)CC1	85.0	98.2	104.9	101.5	101.4	110.7	108.6	95.9	97.3
N#Cc1nc(C2CC2c2ccccc2)oc1N1C[C@@H]2C[C@@H](C1)c1cccc(=O)n1C2 (stereo not given in full)	75.7	105.4	96.6	95.2	91.1	91.3	98.3	.	96.9
CCOP(=O)(NC(C)C)OCC	92.8	111.6	105.4	101.8	117.2	91.7	106.0	91.7	112.9
CC(=O)OCC1OC([S-])C(OC(C)=O)C(OC(C)=O)C1OC(C)=O.[Au+].c1ccc(CN2[CH-]N(Cc3ccccc3)C(c3ccccc3)=C2c2ccccc2)cc1	-70.5*	-41.6*	-49.0*	-39.3*	-75.0*	9.7*	-72.1*	1.5*[4.75 µM]	50.4
O=C(CCCc1ccc([N+](=O)[O-])cc1)Nc1ccccc1S(=O)(=O)F	89.5	103.7	101.1	99.3	99.7	96.2	99.4	95.0	104.9
[N-]=[N+]=CC(=O)CCC(=O)C=[N+]=[N-]	71.3	113.6	107.2	95.0	123.9	86.0	99.3	97.4	110.2
COC[CH2][Hg][C]#[C][Hg][CH2]COC	92.8	118.7	96.0	98.7	59.4	94.7	41.7	94.8	102.9
Cc1ccc(NC(=O)CCl)cc1	96.6	96.5	74.6	92.8	88.9	81.4	104.0	76.5	113.0
CC(C)c1cc(Cl)cc(C(C)C)c1OCCCN(C)C	70.2	104.4	96.2	87.8	77.8	89.1	90.1	75.8	65.7
OC1C(O)C2CC1C1C2C2(Cl)C(Cl)=C(Cl)C1(Cl)C2(Cl)Cl (stereo not given)	74.5	106.1	94.0	93.2	93.3	65.7	101.4	75.7	62.9
N[C@@H]1C[C@H]1c1ccccc1	101.5	98.5	95.6	100.3	104.0	88.5	97.9	93.0	88.3
COc1ccc2c(c1)c(-c1nc(-c3c[nH]c4ncccc34)cs1)cn2CCCCN1CCCCC1	-87.6*	-16.6*	-75.2*	-92.2*	-85.8*	-79.0*	-90.0*	.	58.2
Nc1c([N+](=O)[O-])cc([N+](=O)[O-])cc1S(=O)(=O)O	92.4	92.7	97.1	108.0	114.2	91.5	98.5	.	119.7
CCN1C(=O)CC(=O)N(CC)C1=S	91.7	105.3	99.3	100.8	100.0	100.3	97.6	76.8	94.6
COc1cccc2c1N=C1CCCC3CN(C(C)=O)CCC123 (stereo not given)	94.5	96.1	107.1	103.8	109.6	100.8	98.6	105.1	98.8
Nc1ccc(OCCNS(=O)(=O)c2cccc(S(=O)(=O)F)c2)c(Cl)c1	-13.3*	101.5	102.2	96.2	.	97.6	88.8	86.8	70.8
O=S(=O)(CCCN1CCCCC1)C(c1ccccc1)c1ccccc1	90.2	95.9	.	111.5	104.2	95.5	98.9	98.5	92.5
Oc1ccc(-c2ccccc2)cc1	.	108.3	98.6	105.1	105.6	102.9	.	117.1	117.5
CC(O)c1ccc(Cl)cc1 (stereo not given)	96.4	100.7	103.0	90.9	120.3	85.8	.	83.0	97.5
COP(=O)(Oc1ccccc1)Oc1ccccc1	90.9	102.2	98.5	100.6	109.3	89.6	99.3	95.5	101.6
COC(=O)[C@@H](C)C[C@H](Cc1ccccc1)NC(=O)c1csc([C@@H](C[C@H](C(C)C)N(C)C(=O)[C@H](C)NC(=O)[C@H]2CCCN2C)OC(C)=O)n1	71.8	82.7	64.8	68.6	21.8	36.4	45.0	.	53.4
CCOc1ccc(P2(=S)SP(=S)(c3ccc(OCC)cc3)S2)cc1 (stereo not given)	95.5	121.3	98.9	94.4	97.7	103.4	106.9	81.5	96.6
Cc1nc(N)sc1S(=O)(=O)F	97.2	113.5	95.9	100.0	89.9	99.0	99.1	92.7	92.6
CCOP(=S)(OCC)O[C@H]1CC[C@@]2(C)C(=CC=C3[C@@H]4CC[C@H]([C@H](C)/C=C/[C@H](C)C(C)C)[C@@]4(C)CC[C@@H]32)C1	95.7	98.0	103.4	109.7	87.8	94.9	104.3	97.7	90.5
S=P(c1ccccc1)(c1ccccc1)c1cccc2ccccc12	48.9	90.0	92.1	97.5	98.9	71.5	88.9	77.4	78.0
O=C(NC1=NCC[Se]1)c1ccccc1O	17.8	56.7	68.4	79.8	44.0	54.9	94.7	50.8	88.5
CC(=O)O[C@H]1CC[C@@]2(CO)C(=CC[C@@H]3[C@@H]2CC[C@]2(C)C(=O)CC[C@@H]32)C1	101.3	121.7	103.4	99.1	112.7	97.2	112.2	85.4	102.2
COc1cc(/C=N/C2=C(C#N)C(c3ccco3)c3c(c4cc(C)ccc4oc3=O)O2)cc(OC)c1OC (stereo not given)	67.9	109.5	99.5	90.1	.	89.9	92.5	85.8	86.6
CC12CCC(C(S(=O)(=O)O)C1=O)C2(C)C (stereo not given)	87.2	111.0	91.5	92.5	122.0	93.7	109.4	100.3	84.0
CCOP(=O)(OCC)OP(=O)(OCC)OP(=O)(OCC)OCC	85.7	102.1	101.7	101.6	106.1	112.6	109.3	94.4	105.4
COc1ccc(/C=C2\N=C(c3cccnc3)OC2=O)cc1	95.9	107.8	100.6	106.8	104.9	100.3	106.6	110.2	.
Cc1nc(N2CC2)nc(N(C)c2ccccc2)c1[N+](=O)[O-]	89.5	114.1	102.3	100.1	111.7	85.9	111.6	106.4	121.7
CCCCCCCCCCCCCCCCCC1OC[C@@H](COC(=O)O[C@@H](C(=O)O[C@H]2C[C@@]3(O)[C@@H](OC(=O)c4ccccc4)[C@@H]4[C@]5(OC(C)=O)CO[C@@H]5C[C@H](O)[C@@]4(C)C(=O)[C@H](OC(C)=O)C(=C2C)C3(C)C)[C@@H](NC(=O)c2ccccc2)c2ccccc2)O1 (stereo not given in full)	93.5	107.6	72.0	92.4	63.1	46.6	90.6	89.3	70.9
N#CCN1CCN(c2ccccc2)CC1	86.0	84.9	103.9	93.3	106.7	98.1	100.8	100.9	95.8
C/C=C1/CN2CCC1CC2C(O)c1ccnc2ccc(O)cc12 (stereo not given)	72.6	106.2	94.6	103.0	91.7	92.3	104.9	90.5	87.1
NC(=O)C1(c2ccccc2)CCN(Cc2ccccc2)CC1	90.0	104.8	100.5	106.6	108.0	89.9	100.5	94.4	.
O=C(/C=C/c1ccco1)c1nc2ccccc2n1Cc1ccc(F)cc1	46.8	92.1	79.2	79.1	33.3	65.6	67.6	57.6	93.4
COc1ccccc1[As]=[As]c1ccccc1OC (stereo not given)	-93.1*	-95.8*	-83.3*	-96.9*	-99.5*	-78.9*	-94.7*	-86.5*	-96.3*
CCOC(=O)C1(c2ccc(O)c(O)c2)CCN(C)CC1	91.0	100.3	90.9	103.2	95.5	92.6	98.7	91.3	87.5
O=S(=O)(F)c1ncnc2nc[nH]c12	66.9	103.4	91.8	98.1	101.3	93.7	97.6	81.4	97.2
CCC(Br)(CC)C(=O)NC(N)=O	93.2	104.2	103.3	109.4	114.1	91.4	107.1	98.2	104.2
Cc1ccccc1NC(N)=S	88.2	115.6	99.4	111.4	.	99.9	104.5	.	123.0
Cc1cc(N(CCCl)CCCl)ccc1/C=C/c1ccncn1	87.7	103.6	92.1	78.6	82.2	87.2	102.8	50.0	88.2
Continued.
SMILES	UO-31	TK-10	SN12C	ACHN	RXF 393	PC-3	786-0	CAKI-1	A498
C[C@]12C=CCC[C@@H]1CC[C@@H]1[C@@H]2CC[C@]2(C)[C@@H](O)CC[C@@H]12	83.5	98.0	99.3	107.1	101.4	93.9	106.4	101.9	62.0
O=C(OCCl)c1ccccc1	.	113.1	102.1	101.6	116.6	93.9	.	100.8	106.9
CC(Oc1ccc(-c2ccccc2)cc1)C(=O)O (stereo not given)	91.8	.	103.8	103.7	.	101.2	101.4	99.2	77.7
NCCc1ccc(O)cc1	84.8	100.0	95.1	93.9	92.6	94.3	96.3	84.6	.
Nc1nnc(Sc2nc3ccc(Cl)cc3c(=O)n2-c2ccccc2)s1	94.9	140.7	105.7	98.4	93.4	93.8	98.4	98.2	115.9
O=C(Cc1ccc(-c2ccc3c(=O)cc(N4CCOCC4)oc3c2)cc1)N1CCN(CCN2CCOCC2)CC1	97.2	86.7	101.0	102.2	112.3	86.3	89.5	89.4	92.4
Oc1c(CCl)cc(Cl)cc1CCl	86.4	105.6	121.7	106.3	119.1	93.9	113.7	104.0	118.7
CC(=O)OCC1CC2(Cl)C(Cl)=C(Cl)C1(Cl)C2(Cl)Cl (stereo not given)	84.3	118.8	104.9	99.5	110.3	73.8	94.8	89.0	122.5
NC(c1ccccc1)C(O)c1ccccc1 (stereo not given)	86.3&90.6	104.4&106.0	106.4&110.9	103.4&97.9	108.2&113.0	92.1&96.6	108.7&101.1	120.7&103.1	98.1&91.6
C[C@]12CCc3nc(-c4ccc(O)c(O)c4)sc3C1=CC[C@@H]1[C@@H]2CC[C@]2(C)C(=O)CC[C@@H]12	43.0	53.6	72.7	51.3	91.2	34.3	75.3	39.7	113.2
CCO[P+](=O)Oc1ccccc1 (stereo not given)	87.1	117.3	103.7	98.0	111.5	92.4	108.5	.	92.1
O=[N+]([O-])CC(OCCCc1ccccc1)C(Cl)(Cl)Cl (stereo not given)	89.5	115.4	96.1	102.0	107.7	80.3	109.7	94.3	83.2
CC1([N+](=O)[O-])COP(=O)(Nc2cccc(F)c2)OC1 (stereo not given)	85.4	103.4	102.5	96.8	91.5	105.8	103.3	89.9	74.8
O=[N+]([O-])c1cc([N+](=O)[O-])c(Br)cc1F	75.9	106.2	93.9	105.5	114.3	93.0	108.6	96.0	100.0
